BAP1 inh: human BAP1 deubiquitinase inhibition. Q92560. recombinant BAP1, Ub-AMC hydrolysis fluorescence kinetic; hits give low values. activity remaining (% of control), % at 20 µM. 72,000 compounds, 0.48% hits. AID 436;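 active = activity remaining at or below 50% of control, provided the compound also passes the data quality filters; inactive = the rest, including low values that fail the filters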;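 note: 100% = DMSO wells rate and 0% = substrate alone blank rate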
Target sequence (Q92560 whole entry, looked up): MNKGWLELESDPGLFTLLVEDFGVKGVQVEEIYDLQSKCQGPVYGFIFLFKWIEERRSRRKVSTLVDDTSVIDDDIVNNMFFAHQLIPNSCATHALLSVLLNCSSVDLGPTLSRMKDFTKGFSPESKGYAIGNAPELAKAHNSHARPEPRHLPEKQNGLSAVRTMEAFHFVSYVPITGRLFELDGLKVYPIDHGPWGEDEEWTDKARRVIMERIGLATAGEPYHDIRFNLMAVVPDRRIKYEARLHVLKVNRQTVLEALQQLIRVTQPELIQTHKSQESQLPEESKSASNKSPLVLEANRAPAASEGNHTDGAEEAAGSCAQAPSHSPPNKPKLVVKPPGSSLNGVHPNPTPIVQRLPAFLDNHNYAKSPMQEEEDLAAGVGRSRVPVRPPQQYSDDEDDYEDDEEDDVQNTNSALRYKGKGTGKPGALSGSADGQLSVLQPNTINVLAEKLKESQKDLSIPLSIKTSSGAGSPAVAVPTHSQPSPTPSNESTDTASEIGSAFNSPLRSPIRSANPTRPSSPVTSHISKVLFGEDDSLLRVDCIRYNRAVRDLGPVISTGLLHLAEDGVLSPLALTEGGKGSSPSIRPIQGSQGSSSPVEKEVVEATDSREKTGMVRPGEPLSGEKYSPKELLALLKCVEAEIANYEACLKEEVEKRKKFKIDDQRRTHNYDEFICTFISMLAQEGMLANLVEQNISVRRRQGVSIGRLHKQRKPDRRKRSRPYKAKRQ
HePTP inh: blocks human HePTP tyrosine phosphatase; P35236; recombinant HePTP phosphatase activity, OD absorbance; inhibition, % at 20 µM; 110,000 compounds, 0.64% hits; AID 521; in the data active = inhibition above about 50%;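 note: plate controls were vehicle for no effect and reference inhibitor for full effect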
Target sequence (P35236 whole entry, looked up): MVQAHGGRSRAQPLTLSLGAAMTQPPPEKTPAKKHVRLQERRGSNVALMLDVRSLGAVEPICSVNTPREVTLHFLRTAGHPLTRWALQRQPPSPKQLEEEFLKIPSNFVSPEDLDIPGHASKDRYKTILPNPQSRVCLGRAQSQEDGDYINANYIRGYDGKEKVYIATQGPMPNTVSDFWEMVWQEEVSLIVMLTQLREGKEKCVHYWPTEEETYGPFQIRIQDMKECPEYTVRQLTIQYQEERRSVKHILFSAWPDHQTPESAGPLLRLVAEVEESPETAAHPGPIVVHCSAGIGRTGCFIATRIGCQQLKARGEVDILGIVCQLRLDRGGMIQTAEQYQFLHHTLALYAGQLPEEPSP
Starred values were filed as active, the others as inactive; & = joins results of further samples.

For CCOC(=O)Cn1c(CN2CC(C)OC(C)C2)nc2c1c(=O)n(C)c(=O)n2C (centres undefined) the results were BAP1 inh 100 and HePTP inh -3.
Screening CCN1C(=O)NC(c2ccc(SC)cc2)C(C(=O)OCCOC)=C1C (centres undefined) returned HePTP inh -1.
`Cc1cc(Cl)ccc1OCC(=O)Nc1ccc(F)c([N+](=O)[O-])c1` gave HePTP inh -6.
For CCOC(=O)CN1C(=O)C(O)=C(C(C)=O)C1c1ccc(F)cc1 (centres undefined) the results were BAP1 inh 96 and HePTP inh 1.
`CCn1c(SCC(N)=O)nnc1-c1ccc(OC)c(OC)c1` gave BAP1 inh 106 and HePTP inh 7.
Screening COc1ccc(OCCSc2nc3ccccc3n2C)cc1 returned BAP1 inh 118.
`CC(C)(C)c1ccc(C(=O)NNC(=O)C(=O)Nc2ccccc2)cc1` gave HePTP inh -6.
For O=C(O)Cn1ccnc1 the results were BAP1 inh 104 and HePTP inh 21.
`COC(=O)COc1ccc(S(=O)(=O)Nc2cc(OC)ccc2OC)cc1` gave BAP1 inh 108 and HePTP inh 10.
Cc1cc(NS(=O)(=O)c2ccc(NC(=O)c3cc(Cl)cc(Cl)c3)cc2)no1 was read as HePTP inh -10.
`CCCOC(=O)C1=C(C)NC2=C(C(=O)CC(C)(C)C2)C1c1ccc(F)c(F)c1` (centres undefined) gave HePTP inh 2.
N#Cc1cc(-c2ccccc2)nn1-c1ccccc1 was read as BAP1 inh 50* and HePTP inh 0.
O=C(c1cccn1C(O)(C(F)(F)F)C(F)(F)F)C(F)(F)F was read as HePTP inh 5.
For CC1CCN(S(=O)(=O)N2CCC(C(=O)N3CCC(N(C)CC4CCCO4)CC3)CC2)CC1 (centres undefined) the results were BAP1 inh 93 and HePTP inh -15.
N#Cc1c(-c2ccco2)nc(SCC(=O)Nc2cccc(Cl)c2)[nH]c1=O was read as BAP1 inh 73 and HePTP inh 10.
For CN(C)CCN1C(=O)C(=O)/C(=C(/O)c2ccccc2)C1c1cccc([N+](=O)[O-])c1 (centres undefined) the results were HePTP inh -2.
For CCN(CC)S(=O)(=O)c1ccc(C(=O)Nc2cccc(-c3nc4ccccc4[nH]3)c2)cc1 the results were BAP1 inh 75.
For CCOc1ccc(CCNC(=O)Cc2nn[nH]n2)cc1OCC the results were BAP1 inh 101 and HePTP inh -1.
For COCC(O)CSCc1ccc(Cl)cc1 (centres undefined) the results were HePTP inh -1.
COC(=O)c1c(C)oc2cc(Br)c(OCC(=O)C(C)(C)C)cc12 was read as HePTP inh 3&2.
Cn1c2c(c3ccccc31)CCSC2=O was read as BAP1 inh 88 and HePTP inh 2.
Cc1ccc(C(C)C)c(OCC(=O)Nc2cccc(S(N)(=O)=O)c2)c1 was read as HePTP inh 5.
`O=C(CN1C(=O)c2ccccc2C1=O)N1CCCCC1` gave BAP1 inh 100 and HePTP inh 3.
`O=C(Nc1nc(-c2ccc(F)cc2)cs1)c1cccc([N+](=O)[O-])c1` gave BAP1 inh 70.
`COc1cccc(N2CCN(CC(=O)NCc3cccs3)CC2)c1` gave BAP1 inh 101 and HePTP inh 10.
For CC(C)C(NC(=O)CN(c1cccc([N+](=O)[O-])c1)S(=O)(=O)c1ccccc1)C(C)C the results were HePTP inh -10.
Screening CCn1cc(C(=O)NCc2cccs2)c(=O)c2cc(S(=O)(=O)N3CCOCC3)ccc21 returned BAP1 inh 100 and HePTP inh 4.
Screening O=C(Nc1ccc(Cl)cn1)c1ccc2c(c1)OCCO2 returned HePTP inh -2.
Screening CCOc1ccc(NC(=O)CC2S/C(=N\N=C3/CCCc4ccccc43)NC2=O)cc1 (centres undefined) returned HePTP inh 4.
`CCOC(=O)N1CCN(S(=O)(=O)c2ccc3c(c2)CCN3C(=O)CC)CC1` gave BAP1 inh 82 and HePTP inh 6.
For O=c1c2c3nc4ccccc4nc3n(Cc3ccccc3)c2ncn1Cc1ccco1 the results were HePTP inh 4.
`COc1ccc(C2=C/C(=C/c3ccc(-c4cccc([N+](=O)[O-])c4)o3)C(=O)O2)cc1` gave HePTP inh 4.
`Cc1ccc(C(=O)N/N=C/c2ccc3c(c2)OCO3)cc1` gave HePTP inh 5.
For COc1cc(C(=O)NCc2ccccc2F)cc(OC)c1OC the results were HePTP inh 6.
Screening CCOC(=O)c1sc(NC(=O)CSc2nnc(C(C)C)n2CC)nc1C returned BAP1 inh 106 and HePTP inh 5.
CCOc1cc(S(=O)(=O)n2cc(-c3ccc(F)cc3)c(N)n2)cc(OCC)c1OCC was read as BAP1 inh 119 and HePTP inh -1.
For CCOC(=O)Cn1c(C)cc(=O)c2cccc(C)c21 the results were BAP1 inh 90 and HePTP inh 4.
Screening CCCNC(=O)C1CC(=O)N(c2ccc(OCC(=O)Nc3cccc(C)c3C)cc2)C1 (centres undefined) returned BAP1 inh 93 and HePTP inh -8.
O=S(=O)(c1cccc2c(Cl)cccc12)N1CCCNCC1 was read as BAP1 inh 92.
`Cc1nn(CC(=O)Nc2ccc3c(c2)nc(CN2CCCCC2)n3C)c(=O)c2ccccc12` gave BAP1 inh 150 and HePTP inh 10.
Screening COC(=O)C1=C(N)Oc2cc(C)n(Cc3cccnc3)c(=O)c2C1c1cc(OC)ccc1OC (centres undefined) returned BAP1 inh 90 and HePTP inh -7.
For O=C(c1nn2c(c1Br)NC(c1ccco1)CC2C(F)(F)F)N1CCN(Cc2ccccc2)CC1 (centres undefined) the results were BAP1 inh 96.
CCCN1C/C(=C\c2ccc([N+](=O)[O-])cc2)C(=O)/C(=C/c2ccc([N+](=O)[O-])cc2)C1 was read as HePTP inh 7.
CCCOC(=O)c1ccc(N=Cc2ccc([N+](=O)[O-])cc2)cc1 was read as HePTP inh 8.
For CC(=O)NCC(=O)OCN1C(=O)c2ccccc2C1=O the results were BAP1 inh 73 and HePTP inh 5.
For Cc1cccc(NC(=O)Cn2c(=O)n(Cc3ccco3)c(=N)c3c4c(sc32)COC(C)(C)C4)c1 the results were BAP1 inh 86 and HePTP inh 7.
CCn1c(CCn2ccnc2C)n[nH]c1=S was read as BAP1 inh 136 and HePTP inh 2.
For Cc1ccc(N(CC(=O)Nc2cc(Cl)cc(Cl)c2)S(C)(=O)=O)cc1Cl the results were HePTP inh -10.
For Cc1ccc(S(=O)(=O)N(C)CCCC(=O)Nc2cccc(C)c2C)cc1 the results were HePTP inh 2.
`O=C(Cc1ccc([N+](=O)[O-])cc1)Nc1ccc(Cl)c([N+](=O)[O-])c1` gave BAP1 inh 82.
For Cc1oc(-c2cccs2)nc1CS(=O)CC(=O)NC1CCCCCC1 (centres undefined) the results were BAP1 inh 82 and HePTP inh 8.
Screening O=C(Nc1ccc(Cc2ccc(NC(=O)c3ccccc3)c(Cl)c2)cc1Cl)c1ccccc1 returned HePTP inh 1.
Screening O=C(NN1C(=O)CSC1=S)c1ccccc1Br returned HePTP inh 5.
Cc1ccc(-c2cc(C(=O)NCCN3CCOCC3)c3ccccc3n2)cc1 was read as HePTP inh 8.
For C=C(C)CSc1nc2nc(C)cc(C)n2n1 the results were BAP1 inh 81 and HePTP inh 2.
For COc1ccccc1C1N(c2ccc(Cl)cc2)C(=O)C2CCCN21 (centres undefined) the results were BAP1 inh 100 and HePTP inh -12.
CC(=O)c1cccc(OCCN2C(=O)NC(C)(C)C2=O)c1 was read as BAP1 inh 77 and HePTP inh 6.
`O=S(=O)(c1ccc(Cl)cc1)N1CCN(Cc2cccc3ccccc23)CC1` gave HePTP inh -2.
CC1CCCN(S(=O)(=O)c2ccc(NC(=O)Cn3nnc(-c4ccccc4F)n3)cc2)C1 (centres undefined) was read as BAP1 inh 39* and HePTP inh -2.
`N/C(=N\OC(=O)/C=C/c1ccccc1)c1ccccn1` gave HePTP inh 5.
For COc1ccc(Cn2nnnc2CN2CCC(c3nc4ccccc4s3)CC2)cc1 the results were BAP1 inh 99 and HePTP inh 6.
For CCCn1c(SCC(=O)Nc2nnc(CC)s2)nnc1-c1ccco1 the results were BAP1 inh 105 and HePTP inh -5.
CCOC(=O)NCC(C)(C)CNC(=O)OCC was read as BAP1 inh 108 and HePTP inh -2.
Screening CN(CCNC(=O)c1cc2c(=O)n(C)c3ccccc3c2n1C)Cc1ccccc1 returned BAP1 inh 94 and HePTP inh 5.
C=CCOc1ccc(C2c3c(oc4ccccc4c3=O)C(=O)N2c2ccccn2)cc1OCC (centres undefined) was read as BAP1 inh 100 and HePTP inh 0.
COc1ccc(-c2nc(C)c(C(C)=O)n2O)cc1OC was read as BAP1 inh 91 and HePTP inh -4.
Screening CCOC(=O)c1c(-c2ccccc2)oc2ccc(OCC(=O)O)cc12 returned HePTP inh -8.
Cc1cccc(OCCn2c(=O)n(C)c3ccccc32)c1 was read as BAP1 inh 101 and HePTP inh 8.
Screening O=C(CN1CCN(S(=O)(=O)c2ccc(Br)cc2)CC1)Nc1ccc(F)cc1F returned BAP1 inh 102 and HePTP inh 8.
`Oc1ccccc1C=Nc1ccc2c(c1)ncn2CCn1cnc2cc(N=Cc3ccccc3O)ccc21` gave HePTP inh 10.

5 entries already listed, ordered by length of the SMILES, falling.
`Oc1ccccc1C=Nc1ccc2c(c1)ncn2CCn1cnc2cc(N=Cc3ccccc3O)ccc21` gave HePTP inh 10.
C=CCOc1ccc(C2c3c(oc4ccccc4c3=O)C(=O)N2c2ccccn2)cc1OCC (centres undefined) was read as BAP1 inh 100 and HePTP inh 0.
Screening CN(CCNC(=O)c1cc2c(=O)n(C)c3ccccc3c2n1C)Cc1ccccc1 returned BAP1 inh 94 and HePTP inh 5.
For COc1ccc(Cn2nnnc2CN2CCC(c3nc4ccccc4s3)CC2)cc1 the results were BAP1 inh 99 and HePTP inh 6.
COc1ccc(-c2nc(C)c(C(C)=O)n2O)cc1OC was read as BAP1 inh 91 and HePTP inh -4.

(continued)
`COc1ccccc1C1CC(c2ccc(C)cc2)=NN1C(C)=O` (centres undefined) gave HePTP inh 6.
For COc1ccc(C2C(C#N)=C(N)OC(C(C)(C)C)=C2C#N)cc1OC (centres undefined) the results were BAP1 inh 83 and HePTP inh 0.
COCCN(CCOC)S(=O)(=O)c1ccc(C(=O)Nc2nc(C)c(C(C)=O)s2)cc1 was read as BAP1 inh 109 and HePTP inh 9.
CCn1ncc(Br)c1C(=O)Nc1sc2c(c1C(N)=O)CCC2 was read as BAP1 inh 109 and HePTP inh 2.
O=C(O)COc1ccccc1/C=N/NC(=O)Cn1nnc(-c2ccccc2Cl)n1 was read as HePTP inh 8.
`c1cncc(Oc2cccc(Oc3cccnc3)c2)c1` gave BAP1 inh 86 and HePTP inh -1.
`O=C(/C=C/N1CCOCC1)c1cc2ccccc2o1` gave HePTP inh -3.
Screening COc1cccc(-n2c(C)c(C(C)=O)c(C(C)=O)c2C)c1 returned BAP1 inh 62 and HePTP inh 5.
`CCOC(=O)CNc1nc(-c2ccncc2)nc2ccccc12` gave BAP1 inh 88 and HePTP inh 7.
`COc1ccc(C2Nc3ccccc3NC3=C2C(=O)CC(c2ccc(Cl)cc2)C3)c(OC)c1OC` (centres undefined) gave HePTP inh -4.

A section taken from the entries so far, as a working copy:
`c1cncc(Oc2cccc(Oc3cccnc3)c2)c1` gave BAP1 inh 86 and HePTP inh -1.
`O=C(/C=C/N1CCOCC1)c1cc2ccccc2o1` gave HePTP inh -3.
Screening COc1cccc(-n2c(C)c(C(C)=O)c(C(C)=O)c2C)c1 returned BAP1 inh 62 and HePTP inh 5.
`CCOC(=O)CNc1nc(-c2ccncc2)nc2ccccc12` gave BAP1 inh 88 and HePTP inh 7.
`COc1ccc(C2Nc3ccccc3NC3=C2C(=O)CC(c2ccc(Cl)cc2)C3)c(OC)c1OC` (centres undefined) gave HePTP inh -4.

Next part.
For CCOc1ccc(NC(=S)NC(NC(=O)c2cccc(I)c2)C(Cl)(Cl)Cl)cc1 (centres undefined) the results were HePTP inh 5.
Screening COc1cc(NC(=O)c2cccc(OC)c2)cc(OC)c1 returned HePTP inh -5.
For CCOC(=O)c1c(C)[nH]c(C(=O)OCc2c(C)noc2C)c1C the results were BAP1 inh 86 and HePTP inh -6.
Screening CCCC1CCc2c(sc(NC(=O)C3CC3c3ccccc3)c2C(N)=O)C1 (centres undefined) returned HePTP inh 5.
`CC(=O)c1nnn(-c2nc(N)nc(N(c3ccccc3)c3ccccc3)n2)c1C` gave BAP1 inh 116 and HePTP inh 1.
Cc1ccc(C(c2sc3nc(C)nn3c2O)N2CC(C)OC(C)C2)cc1 (centres undefined) was read as BAP1 inh 96 and HePTP inh 7.
O=C(c1ccc(F)cc1)N1CCN(C(=O)c2cccc(Cl)c2)CC1 was read as HePTP inh 10.
O=C(CCNc1ccc(F)cc1)c1ccco1 was read as BAP1 inh 96 and HePTP inh 10.
For O=C(c1cc(-c2ccccn2)nc2c(Cl)cccc12)N1CCN(C(=O)C2CCCO2)CC1 (centres undefined) the results were BAP1 inh 80 and HePTP inh 5.
`Cc1cccn2c(=O)c3cc(C(=O)NC4CCCCC4)c(=N)n(CCN4CCOCC4)c3nc12` gave BAP1 inh 102 and HePTP inh 7.
Screening O=C(Nc1nc2c(s1)CCCC2)c1cccs1 returned BAP1 inh 95 and HePTP inh 7.
`CCc1nc(SCC(=O)Nc2c(C)n(C)n(-c3ccccc3)c2=O)n[nH]1` gave BAP1 inh 92 and HePTP inh 4.
Screening COc1cc(NC(=O)Cc2ccccc2)ccc1NC(=O)c1ccco1 returned BAP1 inh 94 and HePTP inh 0&2.
Screening Nc1nnc(Cc2ccc(Cl)cc2)s1 returned BAP1 inh 92 and HePTP inh 12.
O=C(CSc1nnc(CCCN2C(=O)c3cccc4cccc(c34)C2=O)n1-c1ccccc1)NCc1ccccn1 was read as HePTP inh 13.
Screening CC(=O)Nc1ccc(C(=O)NCCCN(C)C)cc1 returned HePTP inh -18.
For O=S1(=O)CCC(NS(=O)(=O)c2cccc3cccnc23)C1 (centres undefined) the results were BAP1 inh 85 and HePTP inh 5.
O=C(NCC1CCCO1)c1ccc2c(=O)n(CCc3ccccc3)c(=O)[nH]c2c1 (centres undefined) was read as HePTP inh 4.
`CCCC(=O)Nc1cc(-c2nc3cc(Cl)cc(Cl)c3o2)ccc1C` gave HePTP inh 4.

An unsorted share of the library, and some 0.83% of all compounds hit somewhere here.
